Source: PubChem (several laboratories)
MC4R ag barr: MC4R agonists recruiting beta-arrestin, primary screen, cell-based, luminescence, agonist arm of biased-ligand search; U2OS MC4R beta-arrestin complementation; percent of melanotan II response, DMSO zero; activation, % at 8.9 µM; 0.98% of 360,000 active;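 active = activation above a per-plate cutoff, the mean activation of sample wells on that plate plus 3 SD, cut at about 8% in these data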
TLR9-MyD88 block: inhibitors of TLR9-MyD88 association in cells, primary screen, cell-based, CHO, BLA complementation, fluorescence. CCF4 FRET ratio. inhibition, % at 4.98 µM. 0.21% of 340,000 active;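 active = inhibition above the mean over all tested compounds plus 3 SD, cut at about 21% in these data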;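 also: 0% = DMSO only wells and 100% = clavulanate BLA inhibitor control wells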
Target sequence (Q99836 whole entry, looked up): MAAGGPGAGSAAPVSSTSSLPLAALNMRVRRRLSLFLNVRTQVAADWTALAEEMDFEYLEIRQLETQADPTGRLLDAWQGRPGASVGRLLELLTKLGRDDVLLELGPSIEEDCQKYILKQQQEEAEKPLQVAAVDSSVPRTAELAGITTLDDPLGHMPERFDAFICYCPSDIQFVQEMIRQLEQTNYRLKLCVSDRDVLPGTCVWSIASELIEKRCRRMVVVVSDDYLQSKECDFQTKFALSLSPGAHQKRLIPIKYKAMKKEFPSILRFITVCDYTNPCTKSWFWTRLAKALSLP
Target sequence (Q9NR96 whole entry, looked up): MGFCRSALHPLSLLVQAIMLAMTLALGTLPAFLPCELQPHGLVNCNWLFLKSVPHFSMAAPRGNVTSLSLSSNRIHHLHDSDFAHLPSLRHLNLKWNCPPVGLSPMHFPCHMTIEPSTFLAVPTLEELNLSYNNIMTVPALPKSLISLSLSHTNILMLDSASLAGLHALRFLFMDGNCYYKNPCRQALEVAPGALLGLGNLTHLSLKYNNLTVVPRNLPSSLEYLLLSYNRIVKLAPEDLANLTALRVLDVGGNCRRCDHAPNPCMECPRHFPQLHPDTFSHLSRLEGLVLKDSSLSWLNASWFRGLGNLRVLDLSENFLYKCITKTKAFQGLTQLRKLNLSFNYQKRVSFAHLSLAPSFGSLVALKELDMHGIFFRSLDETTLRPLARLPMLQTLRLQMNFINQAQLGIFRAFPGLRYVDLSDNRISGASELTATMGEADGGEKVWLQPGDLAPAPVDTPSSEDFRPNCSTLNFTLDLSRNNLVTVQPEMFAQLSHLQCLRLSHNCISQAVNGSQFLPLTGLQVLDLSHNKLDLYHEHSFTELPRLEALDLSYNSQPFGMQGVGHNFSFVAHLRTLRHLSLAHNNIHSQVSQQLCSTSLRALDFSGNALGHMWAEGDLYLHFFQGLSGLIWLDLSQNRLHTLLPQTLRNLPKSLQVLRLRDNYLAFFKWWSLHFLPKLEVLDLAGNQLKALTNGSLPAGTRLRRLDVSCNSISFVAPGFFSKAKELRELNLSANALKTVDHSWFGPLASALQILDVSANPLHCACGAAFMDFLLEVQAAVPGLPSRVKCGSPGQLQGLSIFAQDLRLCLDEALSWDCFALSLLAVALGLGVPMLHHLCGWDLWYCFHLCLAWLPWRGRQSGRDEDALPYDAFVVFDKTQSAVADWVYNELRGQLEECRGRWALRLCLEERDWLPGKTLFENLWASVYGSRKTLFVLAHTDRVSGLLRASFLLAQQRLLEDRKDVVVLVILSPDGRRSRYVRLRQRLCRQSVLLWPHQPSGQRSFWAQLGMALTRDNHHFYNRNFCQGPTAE
ABHD5-PLIN5 inh: ABHD5-PLIN5 interaction inhibitors, primary screen, cell lysate, split luciferase complementation, luminescence. Perilipin-5 (Homo sapiens) + 1-acylglycerol-3-phosphate O-acyltransferase ABHD5 (Homo …. inhibition, % at 4 µM. 0.78% of 360,000 active. Split G. princeps luciferase complementation, 4 h;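 active = inhibition above the mean inhibition across every tested compound plus 3 SD, cut at about 22% in these data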;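 also: 0% = DMSO only wells and the 100% control is not disclosed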
NOD2-RIPK2 inh: NOD2-RIPK2 binding disruptors in cells, primary screen, fluorescence, CHO cells, BLA complementation; Receptor-interacting serine/threonine-protein kinase 2 (Homo sapiens), O43353; CCF4 ratio; inhibition, % at 4.98 µM; 0.38% of 360,000 active; AID 624267, 2012; in the data active = inhibition above about 21%;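 also: 0% = vehicle only and 100% = reference blocker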
ABCB6 inh 2: ABCB6 transporter inhibitors, primary screen, K562-ABCB6 cells, flow cytometry, MLPCN library; ATP-binding cassette sub-family B member 6 (Homo sapiens), Q9NP58; K562-ABCB6 porphyrin accumulation, 1 h; active compounds read low; fluorescence ratio to DMSO, % at 10 µM; 0.19% of 360,000 active; AID 602162, 2011;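 active = fluorescence ratio to DMSO below 75%, the collection mean minus 3 SD; inconclusive = too few cells collected in the well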;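 also: signal is porphyrin accumulated inside mitochondria; 100% equals median channel fluorescence of DMSO control wells; lower ratio means ABCB6 inhibition with less porphyrin fluorescence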
Glyco luc inh: increase of ERlucT glycosylation luciferase signal, primary screen, N-linked glycosylation inhibitor project, D54 ERlucT cells, luminescence, set 2 | D54 ERlucT glycosylation luciferase reporter, 24 h; percent of 100 nM tunicamycin response | 0.23% of 360,000 active | reporter increase, % at 12.5 µM;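 active = mean luciferase reporter signal, scaled so untreated is 0 and the glycosylation-blocking control 100, at or above a set limit in every replicate; inconclusive = mean reaches the limit but not every replicate does; inactive = mean below the limit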;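 also: luciferase carries N-glycosylation sites so blocking glycosylation raises the light; 0% = median of neutral control wells and 100% = median of 100 nM tunicamycin wells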
NCOA2 inhibitor: inhibition of GAL4-SRC2 driven luciferase reporter, primary screen, SRC2 inhibitor project, cell-based, luminescence. AID 651957, 2012. HEK293 GAL4-SRC2 luciferase reporter. Nuclear receptor coactivator 2 (Homo sapiens), Q15596. inhibition, % at 9 µM. 0.17% of 370,000 active;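 active = inhibition above the mean inhibition of all tested compounds plus 3 SD, set per campaign, cut at about 52% in these data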;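 also: 0% = DMSO treated cells and 100% = cells given Gossypol at 36 µM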
Cardio protect: cardioprotection against H2O2-induced cell death, primary screen, uHTS, H9c2 cells, ATPLite luminescence; H9c2 cardiomyocytes, H2O2 injury protection, 2 h; protection from H2O2 cell death, % at 20 µM; 0.63% of 360,000 active;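 active = compounds giving at least 50% protection of heart cells from peroxide-induced death in the single-dose screen, raw or plate-pattern-corrected value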;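 also: 0% = DMSO wells with peroxide and 100% = DMSO wells without peroxide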
m5-HT2A agonist: mouse Htr2a agonists via beta-arrestin recruitment, primary screen, cell-based, luminescence | 5-hydroxytryptamine receptor 2A (Mus musculus), P35363 | CHO-K1 mHTR2A beta-arrestin complementation; percent of 30 µM serotonin response | activation, % at 7.6 µM | 0.66% of 360,000 active;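 active = activation above a run cutoff, the mean activation of all tested compounds plus 3 SD, cut at about 14% in these data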;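 also: 0% = plate median of compound wells and 100% = 30 µM serotonin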
MC4R antagonist: MC4R antagonists of cAMP signaling, primary screen, cell-based, TR-FRET, antagonist arm of biased-ligand search. 0.48% of 360,000 active. inhibition, % at 6.5 µM. AID 540295, 2011. MC4R-expressing cells, MTII-stimulated cAMP, LANCE TR-FRET;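 active = inhibition above its plate's cutoff, the mean of tested wells on that plate plus 3 SD, cut at about 29% in these data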;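 also: 0% = Melanotan II alone and 100% = Melanotan II plus saturating MCL0020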
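System: U2OS cells stably expressing human melanocortin 4 receptor (MC4R). Reagent: Melanotan II challenge after compound preincubation. Doses: 6.5 µM. Times: 30-min compound, 1-h challenge, 1-h detection, room temperature. Measured by: TR-FRET with Eu-cAMP and labeled anti-cAMP, 671 nm. Replicates: singlicate.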
The depositor's hits bear a star; u = inconclusive; x = no result given. These rows are one share of the data; count on the stated rates, not on these rows.

compound	MC4R ag barr	TLR9-MyD88 block	ABHD5-PLIN5 inh	NOD2-RIPK2 inh	ABCB6 inh 2	Glyco luc inh	NCOA2 inhibitor	Cardio protect	m5-HT2A agonist	MC4R antagonist
Cc1nnc(NC(=O)CN2C(=O)NC3(CCCC3)C2=O)s1	-2.1	10	1	3	98	0	-16	7	9	11
CCOC(=O)CNC(=O)c1cc(OC)cc(OC)c1	0.3	-3	-3	-8	102	1	-3	4	6	18
COc1ccc(S(=O)(=O)N(C)C)cc1NC(=O)CCNC(=O)c1ccco1	3.2	10	7	-8	89	-1	-14	3	3	10
Cc1cc(C)cc(NC(=O)CCc2nc3ccccc3[nH]2)c1	-1.1	2	2	-10	94	3	-4	-4	-6	-2
CC1=C(C(=O)Nc2ccc(F)cc2)C(c2cccc(C)c2)n2nc(CCCO)nc2N1 (centres undefined)	-0.5	1	-6	0	104	1	2	0	3	21
Cc1cc(C)cc(C(=O)NCC(=O)NCCc2c[nH]c3ccccc23)c1	-0.3	0	-2	2	99	2	0	1	-8	10
CC(CC(=O)N1CCc2ccccc21)S(=O)(=O)c1ccc2c(c1)NC(=O)CO2 (centres undefined)	-1.2	5	4	-6	97	1	5	0	11	-4
Cc1ccc(S(=O)(=O)N(CC(=O)NCc2ccncc2)Cc2ccccc2F)cc1	1.0	6	-2	-11	99	2	-24	2	-5	-4
CCCCNC(=O)C1CCCN1C(=O)NC1CCCCC1 (centres undefined)	-2.0	4	0	0	96	0	18	4	-2	-2
CC(C)Oc1ccc(C(=O)NCC(=O)O)cc1	-0.1	-4	-3	-11	98	0	-10	1	2	23
COc1ccc(N2C(=O)NC(=O)C2=O)cc1	-0.3	11	-1	-8	93	5	6	-3	10	-4
Cc1cc(C)n(CCNC(=O)C2CCC(=O)N(Cc3ccc(Cl)cc3)C2)n1 (centres undefined)	-2.6	3	10	8	101	0	-24	-1	3	7
COc1cc2c(cc1NC(=O)Nc1ccc(C)cc1)oc1ccccc12	3.1	9	-4	-1	109	0	-11	1	-2	17
O=C1C2C3C=CC(C3)C2C(=O)N1Nc1ccccc1 (centres undefined)	0.8	-2	-10	2	106	0	20	-2	1	12
O=c1oc2ccccc2c2c1ncn2C1CCCCC1	0.0	4	-1	-8	98	-1	-9	6	5	-3
Cc1ccc2oc(=O)n(CCOc3ccccc3)c2c1	-0.4	-5	1	-5	102	2	-24	1	5	10
O=C(Nc1ccncc1)c1ccc(Cl)c([N+](=O)[O-])c1	-1.6	-8	4	-7	98	-6	11	-8	2	9
CC(OC(=O)CCCc1nc2ccccc2s1)C(N)=O (centres undefined)	3.0	6	5	-5	99	1	-18	1	5	-4
Cc1nccc(-c2cccc(NC(=O)c3ccccc3Cl)c2)n1	-1.7	-5	7	-7	101	4	25	0	2	7
CC(C)(C)OC(=O)CNC(=O)c1nc[nH]c1C(=O)NCC(=O)OC(C)(C)C	-0.1	-10	0	4	95	0	8	9	0	1
CCOc1ccc(/C=C/C(=O)c2c(O)c3ccccc3oc2=O)cc1	-0.8	-4	0	-14	112	0	1	-8	12	6
CC(C)OC(=O)/C(C#N)=C/c1cn(C)c2ccccc12	-1.9	-12	2	5	101	1	-2	9	7	6
CCCCNC(=O)C1c2ccccc2Oc2ccccc21	1.6	-12	-6	-9	99	0	-5	5	4	2
O=C(N/N=C/c1cccc(Oc2ccccc2)c1)c1cc[n+]([O-])cc1	-0.9	-2	-1	-3	101	-3	1	2	-5	-5
CC(C)Nc1nc(Cl)nc(NN(C)c2nc(N(C)C)nc(N(C)C)n2)n1	3.4	-1	0	3	102	0	-10	-2	6	5
O=C(O)c1cccc(Nc2ncnc3c2cnn3-c2ccccc2)c1	-1.8	2	0	-3	99	1	-33	6	-1	1
N#Cc1c(N)n(CCOC(=O)c2ccc(Cl)cc2)c2nc3ccccc3nc12	0.8	-7	-7	-3	103	1	-10	-27	0	0
COc1ccc(C2CC(c3ccccc3)=NN2C(=O)COC(=O)c2nc3nc(C)cc(C)n3n2)cc1 (centres undefined)	1.4	-6	1	3	102	1	-22	7	2	6
COc1ccc(CNC(=O)c2nc(S(=O)(=O)Cc3ccccc3)ncc2Cl)cc1	-2.6	8	41*	62*	88	-19	5	-18	-17	13
CCN(C1CCCCC1)S(=O)(=O)c1cc2c3c(c1)CCN3C(=O)CC2	0.5	7	0	0	96	0	-16	2	-4	1
COc1ccnc(-n2cccc2C#N)c1C#N	0.9	4	4	2	98	3	-19	10	3	9
CC(Sc1nnc(CNc2cccc3ccccc23)n1-c1ccccc1)C(=O)N/N=C/c1ccco1 (centres undefined)	-2.9	11	-3	-16	93	0	9	-7	2	-2
Cc1cccc(C)c1OCCCCn1cnc2ccccc2c1=O	-0.7	-5	1	4	104	0	2	4	-5	-3
Cc1ccc(C(C)NC(=S)NC2CCCCC2)c(C)c1 (centres undefined)	2.1	-2	-8	3	95	-4	7	-9	3	6
Cc1c(C(=O)NCCSCc2ccco2)cccc1[N+](=O)[O-]	-1.6	-6	0	-8	102	1	1	8	1	16
COc1cccc2c1O/C(=N\O)C(C(=O)Nc1ccc(C)cc1)C2 (centres undefined)	-0.4	10	-8	-5	102	11	-45	2	2	14
Nc1ccc(S(=O)(=O)NCc2ccccn2)cc1	-1.1	-6	9	-8	97	1	-16	-2	-2	9
O=C(Nc1ccc2c(c1)OCO2)c1ccc2sc([C@@H]3O[C@H](CO)[C@@H](O)[C@H]3O)nc2c1	-0.8	x	-5	-3	95	-2	-52	-14	2	5
Cc1cc(=O)oc(C)c1C(=O)NC1CCCCCCC1	1.0	0	-3	-13	102	0	-1	-1	0	0
O=C(NCC1CCCO1)c1ccc(CSCc2cccc(F)c2)o1 (centres undefined)	2.1	-8	-3	-14	99	-3	0	-1	-4	8
CCCOc1cccc(C2C(C(=O)c3ccc(C)o3)=C(O)C(=O)N2c2nc(C)c(C(C)=O)s2)c1 (centres undefined)	0.0	4	-15	0	109	6	-34	3	2	21
CCOC(=O)C1=C(N)Oc2ccc3ccccc3c2C1c1cccc(O)c1 (centres undefined)	-1.9	-2	-5	-5	98	-4	-26	-8	0	14
O=C1CSC(=S)N1c1cccc(F)c1	-0.2	-2	-7	7	96	1	-36	1	-2	7
CCS(=O)(=O)c1ccc2oc(SCC(=O)c3ccco3)nc2c1	-0.1	-7	3	-6	100	3	-15	-4	1	6
CCN(CC)CCN(C)C1CCC(c2ccccc2)CC1 (centres undefined)	-1.6	-4	-1	-7	103	-1	0	8	-3	0
COCCn1c(SCC(=O)N2CCC(C)CC2)nc2ccccc2c1=O	0.7	-1	2	-7	106	0	3	0	2	3
CCOc1cc(S(=O)(=O)N2CCCCC2)ccc1Cl	-1.5	-4	-2	-7	112	-4	-28	-10	1	3
NC(Cc1ccc(C(F)(F)F)cc1)c1csc(Nc2cc(NCc3ccco3)ncn2)n1 (centres undefined)	12*	x	-1	6	99	0	-21	8	9	8
O=C(NC1CCCCC1)N(Cc1ccc(F)cc1)Cc1nc2ccccc2c(=O)[nH]1	3.8	-9	2	-18	147	4	-8	20	0	-5
CCCn1c(N)c(N(CCOC)C(=O)COC(=O)CSc2cc(C)c3ccccc3n2)c(=O)[nH]c1=O	-4.0	-1	3	-11	97	1	-6	-2	-1	-5

(continued)
compound	MC4R ag barr	TLR9-MyD88 block	ABHD5-PLIN5 inh	NOD2-RIPK2 inh	ABCB6 inh 2	Glyco luc inh	NCOA2 inhibitor	Cardio protect	m5-HT2A agonist	MC4R antagonist
COc1ccc(C(=O)Nc2nc3ccccc3c(=O)[nH]2)cc1	-1.1	2	3	-8	84	-9	-79	0	-2	5
CCCCNC(=O)c1ccc(Cn2c(=S)[nH]c3c([nH]c4ccc(OC)cc43)c2=O)cc1	-0.3	-2	-5	-20	102	u	-8	9	1	-3
CCc1cccc(C)c1NC(=O)CCNC(=O)c1cccc(C)c1	-0.5	-1	1	-7	95	0	-19	1	-1	7
CCOC(=O)N1CCN(C(=O)c2ccc3oc(CCc4ccccc4)nc3c2)CC1	-0.1	-5	0	-13	96	-2	-10	-1	1	4
O=S(Cc1ccc(Br)cc1)Cc1nnc(SCc2c(Cl)cccc2Cl)n1-c1ccccc1 (centres undefined)	-0.5	5	5	5	98	-7	x	-14	-4	-1
